Screens deposited in PubChem by National Center for Advancing Translational Sciences (NCATS).
CCT chaperon mod: cytosolic chaperonin activity modulation. activity change, % (no concentration beside the values), hits read low. 0.3% of 360,000 active. purified chaperonin ATPase assay, HTRF ADP detection, 30 min. AID 651819; in the data active = activity change below about -30%; note: % is set by controls: 0 for no effect and ±100 for the full control effect
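TRiC at 40 or 20 nM final (batch-dependent) in 30 mM Tris pH 7.4, 100 mM KCl, 5 mM MgCl2, 1 mM DTT, with compound at single 76 uM and 10 uM ATP, 30 min at 37 deg C. ADP detected by HTRF Transcreener, 665/615 ratio.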
Nrf2 ARE act: activates Nrf2 signaling | AREc32 ARE-luciferase reporter (MCF7-derived line), luminescence, 24 h | Potency, µM (titrated, usually from 46.1 µM), for inactives: at the highest dose activation, most hits filed as activators | 0.31% of 410,000 active | AID 624171; note: potency is the fitted concentration of half-maximal effect; % of control where 0% means no effect; nearly all actives have a fitted effect of over 65% in size
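ARE-driven firefly luciferase activity in AREc32 cells measured after a 24 hr compound exposure at 37 deg C, using Steady-Glo reagent and a 30 min room-temperature hold.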
pAkt inh: blocks phosphorylation of Akt; activity change, % for hits at 50 µM; AID 651550; Neuro2A IGF-stimulated pAkt S473 HTRF, 20 min; hits give low values; 0.32% of 360,000 active; in the data active = activity change below about -80%; inconclusive = mostly about -51% to -80%; note: % is set by controls: 0 for no effect and ±100 for the full control effect
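Neuro2A cells in DMEM with 0.5% FBS, overnight at 37 deg C, given compound at single 50 µM final, then IGF (6 nM final) for 20 min at 37 deg C. Lysed; phospho-Akt Ser473 by HTRF after 24 h, 665/615 ratio.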
Abeta yeast res: compounds reversing amyloid beta toxicity in yeast. 0.063% of 410,000 active. AID 1347071. Potency, µM (doses to about 46.1 µM), inactives show at the top dose growth rescue, hits mostly activators. yeast expressing A-beta42, growth rescue, OD600, 48 h; response scale: 0% DMSO, 100% iron-clioquinol control; note: potency is the fitted concentration of half-maximal effect; nearly all actives have a fitted effect of over 55% in size
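Yeast A-beta toxicity model in growth medium with pinned compounds, 48 h at 30 C; growth read as absorbance at 600 nm. Normalized to FeCl3/clioquinol equimolar mix (positive) and DMSO (negative).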
TGFb inhibitor: inhibitors of TGF-b signaling. Potency, µM (highest dose often 46.1 µM), for inactives: top-dose activity, negative = inhibition, most hits filed as inhibitors. 1.2% of 410,000 active. HepG2 CAGA-GFP TGF-b/SMAD3 reporter, GFP fluorescence, 18 h; TGF-beta stimulated, 500 pg/mL final; note: potency is the fitted concentration of half-maximal effect; % is set by controls: 0 for no effect and ±100 for the full control effect; nearly all actives have a fitted effect of over 65% in size
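HEPG2 CAGA-GFP, 1000 cells/well; 2 h settle, 37 C; cpd via pin tool; TGF-b 500 pg/mL final; 18 h, 37 C; GFP imaging ex488/em500-530; %Activity normalised to -TGF-b and +DMSO controls; CRC fit, curve class.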
Nrf2 inh: Nrf2 pathway inhibition | A549 ARE-Fluc reporter, luciferase luminescence, 18-24 h | Potency, µM (top dose mostly 46 µM), inactives show at the highest dose activity change, negative = inhibition, hits mostly inhibitors | 2.1% of 360,000 active | AID 504444; note: potency is the fitted concentration of half-maximal effect; % is set by controls: 0 for no effect and ±100 for the full control effect; nearly all actives have a fitted effect of over 60% in size
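Two sequential reads on A549 ARE_Fluc cells exposed to compound for 18-24 h: a CellTiter-Fluor fluorescence read for viability, then a luciferase luminescence read for Nrf2/ARE activity.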
HepG2 viability: counter-screen for TGF-b inhibitors: cytotoxicity in HepG2 cells; HepG2 CAGA-GFP viability, ATP luminescence, 18 h; Potency, µM (highest dose often 46.1 µM), inactives show top-dose activity change, negative = cytotoxicity, actives largely listed as cytotoxic; 0.76% of 410,000 active; note: potency is the fitted concentration of half-maximal effect; some results filed as inactive show a strong effect at the top dose
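HepG2 CAGA-GFP cells (1000/well, DMEM with 1% FBS) received compound, then TGF-beta at 500 pg/mL final, and were incubated 18 hours at 37 degrees C. Viability was read by CellTiter-Glo luminescence. Media-only wells were set as complete cell-killing and DMSO as no toxicity.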
A549 viability: A549 cytotoxicity, counter-screen for Nrf2 inhibitors. A549 ARE-Fluc cells, CellTiter-Fluor viability, 18-24 h. Potency, µM (doses to about 46 µM), for inactives: at the highest dose activity change, negative = cytotoxicity, hits mostly inhibitors. 0.16% of 390,000 active; note: potency is the fitted concentration of half-maximal effect; % is set by controls: 0 for no effect and ±100 for the full control effect
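A549 ARE_Fluc cells in 5% FBS OPTI-MEM were exposed to compounds in concentration-response for 18-24 h at 37 deg C. Viability was read by CellTiter-Fluor fluorescence (Ex 405/Em 525) after 30 min, before the luciferase read.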
MmCpn inh: inhibitors of Methanococcus maripaludis chaperonin (MmCpn); purified Mm-Cpn ATPase, ADP Transcreener TR-FRET; Potency, µM (titrated, usually from 76.9 µM), inactives show top-dose activity, negative = inhibition, actives largely listed as inhibitors; 0.031% of 330,000 active; note: potency is the fitted concentration of half-maximal effect; % is set by controls: 0 for no effect and ±100 for the full control effect; nearly all actives have a fitted effect of over 80% in size
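ATPase read-out: TR-FRET ADP immunoassay (anti-ADP Eu cryptate vs ADP-d2), ex 320 nm, em 590/665 nm; signal drops as ADP forms. Enzyme 25 nM, ATP 10 uM, 30 min at 37°C after 10 min compound preincubation.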
Active calls of the source: *; i = inactive; ? = inconclusive; · = no result given; [ ] = another dose, or the depositor's remark. Unless noted, calls come from the whole dose curve; as a rule, active = well fitted curve in the direction sought with a large enough effect; inconclusive = small, poorly fitted or top-dose-only effect, or another doubt; inactive = no such curve, though single readings can be large; an effect the other way counts as inactive or inconclusive.

compound | Abeta yeast res | Nrf2 inh | pAkt inh | TGFb inhibitor | Nrf2 ARE act | CCT chaperon mod | A549 viability | HepG2 viability | MmCpn inh
CS(=O)(=O)N1CCN(C(=O)C(Sc2ccccc2)c2ccccc2)CC1 (stereo not drawn) | 9% | · | i | 1% | -1.2% | -0.4 | -2% | -3% | 1%
O=C(Nc1ccc2nc(SCC(=O)N3CCOCC3)sc2c1)c1ccc(F)cc1 | -14% | ? | · | -52% | 0.6% | · | 3% | -18% | ·
N#Cc1cccc(N=c2ssnc2Cl)c1 | -94%[inhibitor] | -9% | i | 35%[activator] | 2.5% | -4.0 | -2% | 30% | -5%
CCN(Cc1ccccc1)CC(O)COC(c1ccc(OC)cc1)c1ccc(OC)cc1 (stereo not drawn) | 8% | -4% | i | ? | 3.4% | -3.4 | -1% | -75% | -1%
COc1cccc(CNCCO)c1OCc1ccccc1Cl | 32% | -15% | i | 10% | -0.1% | -1.6 | -2% | -29% | 1%
CC(c1ccco1)N(C(=O)COc1ccc(Cl)cc1Cl)c1ccccn1 (stereo not drawn) | -20% | ? | i | 1% | 3.8% | 0.5 | -7% | 1% | 1%
Cc1cc2c3c(c1)C1(C(=O)N3C(C)(C)CC2C)C(C#N)=C(N)Oc2n[nH]c(C)c21 (stereo not drawn) | -1% | 6% | i | 19% | 0.2% | -1.7 | 0% | -4% | 1%
COc1ccc(OC(=O)c2c(C)nn(-c3ccccc3)c2C)cc1 | -2% | ? | i | 4% | -0.8% | -4.7 | 13% | 8% | 3%
Nc1c(N(CCCO)C(=O)C2CCCC2)c(=O)[nH]c(=O)n1Cc1ccccc1 | -5% | -4% | i | -2% | -1.1% | 0.6 | -4% | 10% | 2%
CC(C)OC(=O)C1OC1(C)c1ccccc1 (stereo not drawn) | 0% | 0% | i | 21% | -0.5% | 0.7 | -7% | -9% | ·
O=S(=O)(Oc1ccccc1)c1ccc(Cl)c(Cl)c1 | 13% | -1% | i | -1% | -0.4% | -0.2 | 10% | -8% | ·
CCNC(=S)N=Nc1c(O)n(Cc2ccc(Cl)cc2)c2ccccc12 | ? | ? | i | 23% | -0.6% | -1.7 | -20% | 11% | 0%
Cc1cc(C)n(C(=O)CNC(=O)/C=C/c2ccccc2)n1 | 0% | -1% | i | -5% | 0.8% | -3.5 | -6% | 3% | 7%
O=C(CC1CCCC1)NCCS(=O)(=O)N1CCN(c2ccccc2)CC1 | -3% | · | i | -12% | 0.6% | -0.3 | · | 2% | ·
O=C(NC12CC3CC(CC(C3)C1)C2)OCCNC1CCCCC1 | 12% | 1% | i | ? | -0.1% | -4.6 | 2% | -31% | 2%
O=C(c1ccc2c(c1)N(Cc1ccc(F)cc1)C(=O)c1ccccc1S2(=O)=O)N1CCC(Cc2ccccc2)CC1 | -9% | -27% | · | -14% | -0.3% | · | -12% | 2% | ·
CCC(O)c1nc2ccccc2n1Cc1cccc(Cl)c1 (stereo not drawn) | 1% | -20% | · | -29% | 3.3% | · | -12% | -25% | ·
COc1ccc(CNCCC(c2ccc(F)cc2)c2ccc(OC(C)C)cc2)cc1OC (stereo not drawn) | 13% | -27% | i | ? | -0.4% | 2.1 | -26% | -105% | 1%
CC(C)Cn1cnc2c1c(=O)n(CC(=O)Nc1ccc3c(c1)OCO3)c(=O)n2Cc1ccccc1 | -9% | -15% | i | -17% | 0.3% | -3.4 | -5% | 1% | -1%
Cc1cccc(CCNS(=O)(=O)c2ccc(S(=O)(=O)N3CCC(C)CC3)cc2)c1 | 14% | -9% | i | 8% | -0.6% | -1.5 | -20% | -10% | ·
CCc1cc(C(=O)N2CCN(c3ccccc3OC)CC2)sc1C | 3% | -39% | i | -16% | -0.3% | 2.3 | -5% | 2% | 1%
CCn1c(=O)cc(N2CCN(Cc3ccccc3)CC2)[nH]c1=O | 5% | -5% | i | 0% | -0.5% | 0.8 | -4% | -9% | 1%
CN(C)CCSc1nnc2[nH]c3ccccc3c2n1 | 3% | -13% | i | -4% | 2.6% | -1.2 | -2% | -7% | 0%
Cc1nn2c(-c3ccccc3)c(-c3ccccc3)nc2[nH]c1=O | -3% | · | i | -15% | -0.6% | -1.9 | 2% | -19% | -4%
CC(=O)c1ccc(N2CCN(C(=O)C3CCN(S(=O)(=O)c4ccc(F)cc4)CC3)CC2)cc1 | -6% | ? | i | -1% | 0.8% | 0.6 | 0% | -38% | 0%
CCOC(=O)C1CCN(C(=O)c2cc3sc(C)cc3n2C)CC1 | -12% | ? | · | 6% | 3.7% | · | 1% | -13% | ·
Cc1ccccc1OCCC(=O)OCC(=O)NC1CCCC1 | 3% | -7% | i | 13% | 0.2% | -1.3 | -8% | 11% | 0%
COC(=O)c1ccc(C(=O)N2CCCCCC2(C)C(=O)NC(C)C)cc1 (stereo not drawn) | -13% | · | i | -3% | -1.2% | -1.5 | · | -3% | ·
COc1cccc(NC(=O)Cn2cc3c(n2)CCCCC3)c1 | ? | -13% | i | -1% | -0.2% | -0.8 | -12% | -3% | -1%
COC(=O)c1ccccc1NC(=O)c1nc(S(=O)(=O)Cc2ccccc2)ncc1Cl | 0% | 3% | i | 1% | 0.8% | 1.1 | 3% | -18% | -9%
COc1ccccc1N1CCN(c2ncnc3sc(C(=O)NCC4CCCO4)c(C)c23)CC1 (stereo not drawn) | -8% | -21% | i | -4% | 0.2% | -1.4 | 1% | -15% | -1%
COCCCNC(=O)Cn1cnc2c(OCc3ccccc3)ncnc21 | -2% | 1% | i | 16% | 0.2% | -2.9 | 3% | -1% | -1%
Cc1nn(C(C)C(=O)NC2CCCCC2)c(=O)c2nn(-c3ccccc3)c(C)c12 (stereo not drawn) | · | 3% | i | 14% | 0.5% | -0.5 | -3% | 1% | -2%
COCON1C(=O)CN(C(C)=O)C1c1ccc(Cl)cc1Cl (stereo not drawn) | 21% | · | i | 9% | 0.2% | -5.8 | -14% | -2% | -1%
CCc1nn2c(NCCCO)cc(C)nc2c1-c1ccc(F)cc1 | -12% | -5% | i | -15% | 4.9% | -1.7 | 1% | -21% | -1%
CN(N=O)c1ccc(CC2CCc3ccccc32)cc1 (stereo not drawn) | 2% | ? | i | -21% | 2.1% | -0.4 | -1% | -1% | ·
CC(C)(C)c1cc(-c2n[nH]c(=S)n2-c2ccccc2F)n[nH]1 | -10% | 1% | i | -14% | 4.1% | -0.7 | 2% | -8% | -3%
Cc1ccc(N/C(CSC(N)=O)=N/S(=O)(=O)c2ccccc2)cc1 | 24% | -14% | i | -2% | 0.3% | -2.3 | -2% | -4% | 0%
CC(C)(C)c1csc(NC(=O)CSc2nc3ccccc3c(=O)[nH]2)n1 | -5% | ? | i | -44% | 0.7% | -1.5 | -13% | -19% | -2%
CCn1c(CCC(N)=O)nnc1SCC(=O)Nc1cccc(S(=O)(=O)N2CCCC2)c1 | 11% | 9% | i | 13% | 0.2% | -0.7 | 2% | 0% | -2%
CCCCNC(=O)CSc1nccn1Cc1ccccc1 | 21% | 0% | i | 0% | 0.4% | -7.5 | 1% | -8% | 1%
Cc1ccc2scc(N3CCCCC3C)c(=O)c2c1 (stereo not drawn) | 14% | · | · | 0% | 2.9% | · | -11% | 1% | ·
CN(C)CCNC(=O)c1cccc(S(=O)(=O)Nc2ccc(F)cc2)c1 | -4% | 2% | i | -21% | 2.3% | 0.7 | 8% | -18% | 5%
Cc1ccc(C)c(Cn2c3ccccc3c3cnn(CC(=O)NCCC4=CCCCC4)c(=O)c32)c1 | -3% | 12% | · | -1% | 0.4% | · | 0% | 4% | ·
CC(C)(C)C(=O)/C=C1\SCC(=O)N1CC(=O)N1CCN(c2ccccc2)CC1 | -8% | -2% | i | -2% | -0.1% | -1.9 | -5% | -6% | -1%
COc1ccccc1CN1CCC(CNS(=O)(=O)c2cc(-c3cc(C)no3)ccc2OC)CC1 | -8% | 6% | i | ? | 2.4% | 0.0 | 1% | -29% | 4%
Cc1cc(C)cc(NC(=O)CN2CCN(c3ccccc3)CC2)c1 | 4% | 3% | i | -4% | -0.6% | 1.3 | -2% | -7% | 3%
Cc1cc(C)cc(NC(=O)CSc2nc3[nH]c(=O)cc(O)c3s2)c1 | -22% | 3% | i | 1% | -0.5% | 1.1 | 2% | 6% | -7%
CC1CN(S(=O)(=O)N(C)C)CCN1S(=O)(=O)N(C)C (stereo not drawn) | 6% | -9% | i | 37%[activator] | -0.3% | -0.6 | 0% | 2% | -2%
O=C(Nc1ccc(S(=O)(=O)NCc2cccnc2)cc1)c1ccccc1Cl | 4% | ? | i | -8% | 0.2% | -3.6 | 0% | 2% | 0%
O=C(Nc1ccc(-n2cnnn2)cc1)C(c1ccccc1)c1ccccc1 | 6% | 7% | i | -12% | -0.4% | -0.8 | 3% | -25% | -1%
CCn1ccc(C(=O)N2CCOCC2)n1 | -7% | 13% | i | 4% | 2.4% | -1.6 | -9% | 16% | 0%
